ERAP1 HTS inh: inhibitors of human ERAP1 aminopeptidase; Q9NZ08; recombinant ERAP1, Leu-AMC fluorescence, 60 min; inhibition, % at 10.7 µM; 340,000 compounds, 0.15% hits;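 active = mean replicate inhibition of at least 30%, or all replicates individually reaching that 30% level; inactive = mean below 30% and not every replicate reaching it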;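 also: 0% = neutral control wells and 100% = L-leucinethiol positive control wells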
INS-1E GSIS act: GLuc luminescence reporter in INS-1E cells, primary screen for activators of glucose-dependent secretion of insulin | INS-1E GLuc reporter insulin secretion, 2-3 h | activation, % at 16.6 µM | 370,000 compounds, 0.61% hits;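 active = lowest replicate activation of at least 40%, so every replicate reaches that level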;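 also: 0% = median of neutral control wells and 100% = median of IBMX positive control wells; some compounds called inactive have numbers as strong as hits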
RAD52 anneal inh: inhibitors of human RAD52 DNA annealing | P43351 | recombinant RAD52 DNA annealing, FRET fluorescence | inhibition, % at 18.7 µM | 360,000 compounds, 0.46% hits | AID 651710;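 active = every replicate showing at least 50% inhibition; inconclusive = mean inhibition at least 50% but not in every replicate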
Target sequence (P43351 whole entry, looked up): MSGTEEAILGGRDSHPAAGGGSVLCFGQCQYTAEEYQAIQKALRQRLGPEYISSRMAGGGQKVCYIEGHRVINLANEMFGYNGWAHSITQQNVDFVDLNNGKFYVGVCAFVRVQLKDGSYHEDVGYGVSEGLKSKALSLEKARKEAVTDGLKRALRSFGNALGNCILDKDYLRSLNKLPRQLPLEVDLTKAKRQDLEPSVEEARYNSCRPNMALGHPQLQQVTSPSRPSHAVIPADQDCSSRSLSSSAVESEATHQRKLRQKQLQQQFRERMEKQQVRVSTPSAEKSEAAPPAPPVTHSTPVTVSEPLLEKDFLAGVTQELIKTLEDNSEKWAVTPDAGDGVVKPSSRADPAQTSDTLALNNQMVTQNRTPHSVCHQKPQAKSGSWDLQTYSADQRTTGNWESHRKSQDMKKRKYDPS
ARNT-TACC3 inh: ARNT/TACC3 interaction disruption; 390,000 compounds, 0.66% hits; inhibition, % at 9.99 µM; AlphaScreen His-ARNT PAS-B/GST-TACC3 binding, luminescence; TACC3 fragment carries E629A point mutation; Q9Y6A5;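 active = mean inhibition of replicates at least 50% and at least half of replicates each reaching 50%; inconclusive = half or more replicates reach 50% but mean below 50%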;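 also: 0% = complete ARNT plus TACC3 wells and 100% = ARNT alone without TACC3; many hits fall short of the cut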
esBAF inh: blocks esBAF chromatin remodeling in mouse ES cells. Bmi1-luciferase knock-in reporter, 24 h; 100% = twice the neutral-well signal. reporter increase, % at 12.5 µM. 350,000 compounds, 2% hits; in the data active = activation above about 40%; inconclusive = no clear call, values can overlap the other calls;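 also: 0% = median of the plate's neutral control wells and 100% = double that signal; a rise in the Bmi1 reporter signal indicates esBAF inhibition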
F508del corr: CFTR F508del correction in bronchial cells. CFBE cells, YFP halide quenching; stimulated with forskolin plus potentiator P3; % fluorescence drop versus neutral controls. activity (quench increase), % at 7.58 µM. 350,000 compounds, 0.36% hits. AID 720511;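 active = mean added fluorescence quench of at least 8% versus neutral control, with both replicates also reaching 8%; inconclusive = only one of the mean or replicate conditions met; inactive = mean below 8% and not both replicates reaching 8%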;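 also: cells transiently co-express mutant CFTR-F508del with the halide-sensitive YFP; corrector assay measuring rescue of mutant channel to the surface after 24 h compound exposure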
Xi reactivation: activators of X-chromosome reactivation in mouse fibroblasts; XiGFP mouse fibroblasts, % GFP-positive cells imaging, 3 d; cells co-treated with 5-aza-dC sensitizer; scaled so ellipticine positive control = 100%; activation, % at 7.58 µM; 360,000 compounds, 0.055% hits;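 active = mean normalized replicate activation at least 10% and every replicate at or above 10%; inconclusive = only one of the two criteria met; inactive = mean below 10% and not all replicates reach 10%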;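 also: 0% = median of on-plate neutral control wells and 100% = ellipticine 6 µM median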
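System: 68-5-11 XiGFP fibroblast line | Buffer or medium: DMEM containing 5-aza-dC | Compound: Single point | Times: Compounds 3 days, fix/stain 15 min at room temperature | Benchmarks: Positive control ellipticine, 6 µM final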
RAD54 inh: inhibitors of human RAD54 branch migration; Q92698; 360,000 compounds, 0.14% hits; RAD54 Holliday junction branch migration, FAM/BHQ fluorescence; inhibition, % at 10.4 µM;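 active = mean normalized replicate activity at least 40 and at least half of replicates scoring 40 or more; inconclusive = only one of the two criteria met; inactive = mean below 40 and under half of replicates reaching 40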;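 also: 0% = median of neutral control wells and 100% = median of positive control wells; inhibitors cause a drop in the FAM fluorescence signal; in these data hits start at about 50%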
* = called active by the depositor; ? = inconclusive; · = not tested or not shown; & = joins results of further samples.

Key to letters: A = ERAP1 HTS inh; B = INS-1E GSIS act; C = RAD52 anneal inh; D = ARNT-TACC3 inh; E = esBAF inh; F = F508del corr; G = Xi reactivation; H = RAD54 inh
structure: O=C(C1CCCC1)N1CC(=O)N2[C@H](CO)[C@@H](c3ccc(C#Cc4cccc(F)c4)cc3)[C@H]2C1
  A = -8.3; B = -20.6; C = -51.2; D = ·; E = ·; F = 2.2; G = 0.1; H = ·

structure: CC1(C)Cc2c(ccc3ccccc23)C(c2cc3ccccc3oc2=O)=N1
  A = 0.5; B = -13.0; C = -7.0; D = -4.2; E = 0.1; F = ·; G = ·; H = 0.1

structure: COc1cc(NC(=O)NC2Cc3ccccc3C2)cc(OC)c1
  A = -0.9; B = 14.6; C = -14.1; D = -10.1; E = 19.3; F = -1.2; G = -0.1; H = -0.3

structure: CNC(=O)C[C@@H]1CC[C@H]2[C@@H](COc3ccc(NC(=O)c4ccc(C(F)(F)F)cc4)cc3C(=O)N2C)O1
  A = ·; B = -7.8; C = ·; D = -3.3; E = 1.7; F = 0.8; G = 0.2; H = 0.7

structure: Cc1cccc2nc3ccccc3nc12
  A = 2.1; B = ·; C = 8.9; D = -4.8; E = 1.4; F = 2.6; G = -0.1; H = -2.9

structure: CC1CCCCC1NC(=O)CCN1C(=O)C2C3C=CC(C3)C2C1=O (stereo not given)
  A = -3.8; B = -1.4; C = -5.4; D = -3.1; E = -1.4; F = 2.4; G = 0.1; H = -1.6

structure: Cc1cc(NC(=O)/C=C/c2ccccc2)c(C(C)C)cc1O
  A = -0.7; B = -11.3; C = -0.5; D = 0.6; E = ·; F = -1.4; G = 0.2; H = ·

structure: Cn1c(N)c(C(=O)COC(=O)c2cc(-c3ccco3)nc3ccccc23)c(=O)n(C)c1=O
  A = -1.7; B = 8.4; C = -11.6; D = 13.8; E = -5.1; F = 0.8; G = 0.1; H = -12.3

structure: CC(Oc1ccc2c3c(c(=O)oc2c1)CCC3)C(=O)NC1CCN(Cc2ccccc2)CC1 (stereo not given)
  A = -5.0; B = -0.6; C = -7.0; D = 3.5; E = -0.7; F = 1.6; G = 0.2; H = -6.6

structure: CC(C)(Cc1cccc(CC(C)(C)C(=O)O)c1)C(=O)O
  A = 6.3; B = -3.9; C = -10.8&1.8; D = -31.7; E = -5.5; F = -4.5; G = 0.0; H = -8.6

structure: CCOC(=O)c1cc(-c2ccccc2)n(CCC(=O)N2CCN(c3ccccn3)CC2)c1C
  A = ·; B = -11.2; C = ·; D = 4.6; E = ·; F = ·; G = -0.1; H = -3.3

structure: O=S(=O)(c1ccc(NC(=S)Nc2ccccc2)cc1)N1CCOCC1
  A = -2.9; B = -4.6; C = -14.1; D = 12.8; E = 7.7; F = ·; G = -0.1; H = -2.4

structure: CCOc1ccc(-n2ccnc(SCC(=O)NC3CCCC3)c2=O)cc1
  A = 2.9; B = -3.1; C = -2.6; D = -8.3; E = 1.4; F = -2.8; G = 0.1; H = 7.4

structure: O=C(CCSc1nc2ccccc2s1)N/N=C/c1c(O)ccc2ccccc12
  A = 10.6; B = 8.4; C = -29.8; D = 6.9; E = ·; F = 5.8; G = 0.0; H = 4.4

structure: Clc1ccc(C2Nc3cccc4cccc(c34)N2)c(Cl)c1
  A = -1.3; B = ·; C = 7.0; D = 6.1; E = -6.4; F = -1.7; G = 0.3; H = 5.8

No new results follow: an excerpt of the list.
Key to letters: A = ERAP1 HTS inh; B = INS-1E GSIS act; C = RAD52 anneal inh; D = ARNT-TACC3 inh; E = esBAF inh; F = F508del corr; G = Xi reactivation; H = RAD54 inh
structure: O=C(C1CCCC1)N1CC(=O)N2[C@H](CO)[C@@H](c3ccc(C#Cc4cccc(F)c4)cc3)[C@H]2C1
  A = -8.3; B = -20.6; C = -51.2; D = ·; E = ·; F = 2.2; G = 0.1; H = ·

structure: CC1(C)Cc2c(ccc3ccccc23)C(c2cc3ccccc3oc2=O)=N1
  A = 0.5; B = -13.0; C = -7.0; D = -4.2; E = 0.1; F = ·; G = ·; H = 0.1

structure: COc1cc(NC(=O)NC2Cc3ccccc3C2)cc(OC)c1
  A = -0.9; B = 14.6; C = -14.1; D = -10.1; E = 19.3; F = -1.2; G = -0.1; H = -0.3

structure: CNC(=O)C[C@@H]1CC[C@H]2[C@@H](COc3ccc(NC(=O)c4ccc(C(F)(F)F)cc4)cc3C(=O)N2C)O1
  A = ·; B = -7.8; C = ·; D = -3.3; E = 1.7; F = 0.8; G = 0.2; H = 0.7

structure: Cc1cccc2nc3ccccc3nc12
  A = 2.1; B = ·; C = 8.9; D = -4.8; E = 1.4; F = 2.6; G = -0.1; H = -2.9

structure: CC1CCCCC1NC(=O)CCN1C(=O)C2C3C=CC(C3)C2C1=O (stereo not given)
  A = -3.8; B = -1.4; C = -5.4; D = -3.1; E = -1.4; F = 2.4; G = 0.1; H = -1.6

structure: Cc1cc(NC(=O)/C=C/c2ccccc2)c(C(C)C)cc1O
  A = -0.7; B = -11.3; C = -0.5; D = 0.6; E = ·; F = -1.4; G = 0.2; H = ·

structure: Cn1c(N)c(C(=O)COC(=O)c2cc(-c3ccco3)nc3ccccc23)c(=O)n(C)c1=O
  A = -1.7; B = 8.4; C = -11.6; D = 13.8; E = -5.1; F = 0.8; G = 0.1; H = -12.3

structure: CC(Oc1ccc2c3c(c(=O)oc2c1)CCC3)C(=O)NC1CCN(Cc2ccccc2)CC1 (stereo not given)
  A = -5.0; B = -0.6; C = -7.0; D = 3.5; E = -0.7; F = 1.6; G = 0.2; H = -6.6

structure: CC(C)(Cc1cccc(CC(C)(C)C(=O)O)c1)C(=O)O
  A = 6.3; B = -3.9; C = -10.8&1.8; D = -31.7; E = -5.5; F = -4.5; G = 0.0; H = -8.6

(list continues)
Key to letters: A = ERAP1 HTS inh; B = INS-1E GSIS act; C = RAD52 anneal inh; D = ARNT-TACC3 inh; E = esBAF inh; F = F508del corr; G = Xi reactivation; H = RAD54 inh
structure: C[C@@H]1CN([C@@H](C)CO)C(=O)Cc2cc(NC(=O)Cc3cn(C)c4ccccc34)ccc2O[C@H]1CN(C)C(=O)Nc1ccccc1
  A = -1.0; B = 0.5; C = -1.7; D = 2.6; E = 4.8; F = -0.1; G = 0.0; H = 0.0

structure: CC(C)CN(C(=O)CN1CCN(S(=O)(=O)c2ccccc2)CC1)c1c(N)n(CC(C)C)c(=O)[nH]c1=O
  A = -2.9; B = -3.8; C = -37.9; D = -2.4; E = -4.1; F = -1.2; G = 0.0; H = -7.6

structure: C[C@H](CO)N1C[C@H](C)[C@@H](CN(C)S(=O)(=O)c2ccc(Cl)cc2)Oc2ccc(NC(=O)C3CCCCC3)cc2CC1=O
  A = -2.7; B = -6.9; C = 4.8; D = -10.0; E = 4.0; F = -0.3; G = 0.0; H = 8.5

structure: Cc1nn(Cc2ccc(Cl)cc2)c(C)c1NC(=O)c1c(-c2ccccc2)noc1C
  A = ·; B = -23.0; C = ·; D = -2.3; E = -4.2; F = ·; G = ·; H = 7.4

structure: CN(C)CCN(C(=O)c1cc(Cl)sc1Cl)c1nc2ccc(F)cc2s1
  A = 2.9; B = -17.7; C = -3.7; D = ·; E = ·; F = -0.9; G = 0.1; H = 14.3

structure: CC(C)COc1cccc(C(=O)NNC(=O)C2COc3ccccc3O2)c1 (stereo not given)
  A = 0.2; B = -30.5; C = -8.8; D = -8.3; E = ·; F = 2.6; G = 0.3; H = -0.5

structure: CCCCC(CC)c1nnc(NC(=O)c2cccs2)s1 (stereo not given)
  A = -0.6; B = -0.4; C = -13.6; D = -0.2; E = ·; F = 0.2; G = 0.0; H = ·

structure: Cc1cccc(OCc2nnc(SCC(=O)Nc3cc(C)on3)n2C)c1
  A = ·; B = 23.2; C = ·; D = -2.8; E = 0.8; F = ·; G = ·; H = -0.3

structure: COc1ccc(C2CC(c3ccc(F)cc3)n3nc(NC(=O)c4ccco4)nc3N2)cc1 (stereo not given)
  A = ·; B = -26.4; C = -19.6; D = -13.0; E = ·; F = -0.6; G = 0.0; H = ·

structure: O=C(c1ccc([N+](=O)[O-])s1)N1CCc2ccccc2C1
  A = -0.6; B = 5.7; C = -0.7; D = -6.0; E = ·; F = -0.4; G = -0.1; H = ·

structure: CC(C)(C)Cc1c(-c2ccco2)nc2ccc(Cl)cn12
  A = 4.0; B = -10.7; C = -17.7; D = ·; E = 12.0; F = -6.4; G = 0.0; H = 5.6

structure: Cc1[nH]n(C(N)=S)c(=O)c1N=Nc1cccc(C(F)(F)F)c1
  A = -4.9; B = 14.4; C = -12.1; D = -16.8; E = ·; F = -1.9; G = 0.1; H = ·

structure: CCNC(=O)Nc1ccc2c(c1)C(=O)N(C)[C@H]1CC[C@H](CC(=O)NCC3CCCCC3)O[C@H]1CO2
  A = -1.6; B = 3.9; C = -1.9; D = 0.3; E = -1.0; F = -2.6; G = 0.5; H = 3.5

structure: CCOC(=O)c1ccc(N2CN(CCc3ccccc3)CNC2=S)cc1
  A = ·; B = -18.0; C = ·; D = -2.4; E = ·; F = ·; G = 0.0; H = 7.1

structure: Cn1c(=O)c(C#N)c(-c2ccc(F)cc2)c2cc(C(=O)c3cc(Cl)cc(Cl)c3O)cnc21
  A = 2.4; B = -22.0; C = -15.7; D = 2.5; E = -4.7; F = 3.3; G = ?; H = -11.5

structure: CC(C)(C)OC(=O)NCCCCCNC(=O)c1[nH]cnc1C(=O)Nc1ccc(Cl)cc1
  A = 0.3; B = -5.6; C = -8.7; D = -3.2; E = -2.8; F = 3.8; G = 0.0; H = -0.5

structure: CCc1sc(C(=O)N2CCN(c3ncccn3)CC2)cc1Br
  A = -2.0; B = 5.6; C = -10.2; D = ·; E = -6.0; F = -1.0; G = 0.0; H = 3.4

Screening results from PubChem BioAssay.
